Bioassay records from PubChem BioAssay.
S3 lipid droplet: qHTS Assay for Lipid Storage Modulators in Drosophila S3 Cells | AID 2685 | 0.64% of 320,000 active | lipid storage change, negative = inhibition, % at the top dose, mostly 46.1 µM; hits show Potency in µM | Drosophila S3 cells, BODIPY lipid droplet fluorescence, 18-24 h; cells fed with added oleic acid; active means well fitted inhibition curve with a large enough effect in the signal ratio, with a control signal flat, not every such curve was filed as active; inconclusive means small, poorly fitted or top-dose-only effect, or effect the other way, or a change in a side signal; the % refers to the signal ratio
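Laser-scanning cytometry quantifies lipid droplet accumulation (500–530 nm total intensity; droplet/cell object ratio) in oleic acid-fed (400 uM added) Drosophila S3 cells treated with a concentration series. 20 uM Triacsin C defined 100% inhibition.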
S3 lipid droplet cell count max: also measured in S3 lipid droplet; calls as there; cell number change, %; measured here: cell count max response;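 cells counted by Cell Tracker Red CMTPX staining in the red channel; peak over a dose series mostly up to 46.1 µM; percent activity relative to internal control wells on each plate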
* marks the source's active call; other numbers are inactive results; i = inactive; ? = inconclusive; . = no result given. On the % scale 0 is the no-effect control and ±100 the full control effect; potency means the concentration at half of the fitted maximal effect. Only part of the results is shown; rates above refer to the full screens.

SMILES	S3 lipid droplet	S3 lipid droplet cell count max
CCOC(=O)C1CCN(C(=O)c2cc(S(=O)(=O)N3CCOCC3)ccc2C)CC1	-3%	-23
COc1ccc(-c2c3c(cc(C)[n+]2[O-])oc2ccc(OC)cc23)cc1	23%	1
Cc1ccc(-c2nnc(-c3cccc(Br)c3)o2)cc1	?	.
C=CCn1c(C)cc(C(=O)CN2C(=O)c3ccccc3S2(=O)=O)c1C	?	.
O=C(c1ccco1)N(Cc1nc2ccccc2c(=O)[nH]1)C1CCCC1	i	9
O=c1c2ccccc2nc2n1CCC2	-1%	-4
O=C(CSC1=Nc2ccccc2C2=NC(Cc3c[nH]c4ccccc34)C(=O)N12)NC1CCCCC1 (centres undefined)	?	.
Cc1nc(C(=O)NCCC(C)C)sc1C1(C)CC(c2ccccc2)=NO1 (centres undefined)	?	.
COCCNC(=O)CCCn1c(=O)c2ccccc2n(CC(=O)NCCC2=CCCCC2)c1=O	i	11
COC(=O)NCC(c1cccnc1)N1CCN(c2ccccc2OC)CC1 (centres undefined)	-1%	8
O=C(c1ccco1)N1CCN(C(=O)c2ccc(CS(=O)c3ccc(F)cc3)o2)CC1 (centres undefined)	?	.
COc1ccc(-n2ncc3c(N4CCCCC4)ncnc32)cc1	-7%	0
O=C(Cc1ccc(Cl)cc1)Nc1ccc(S(=O)(=O)Nc2ncccn2)cc1	?	.
CN(C)n1cnc2ccsc2c1=O	?	.
O=C(CN1CCN(Cc2ccc(Cl)cc2)C1=O)NCCCN1CCOCC1	?	.
COC(=O)C(Cc1ccccc1)NC(=S)NC(=O)c1ccccc1 (centres undefined)	?	.
CCc1nc(SCC(=O)Nc2ccccc2Cl)n[nH]1	?	.
Cc1cc(C)cc(NC(=S)NCC2CCN(C(C)c3ccccc3)C2)c1 (centres undefined)	1%	-8
Cc1ccc(C(C)NC(=O)c2ccc3c(c2)OCCO3)cc1C (centres undefined)	?	.
COc1cc(Cl)ccc1OCc1cc(C(=O)N2CCC(N(C)C)C2)no1 (centres undefined)	?	.
Cc1ccc2c(c1)C1CN(C)CCC1N2C(=S)Nc1ccc(Cl)cc1Cl (centres undefined)	?	.
O=C(Nc1nc(-c2ccc(F)c(F)c2)cs1)Nc1ccc(F)cc1F	?	.
O=C(NN1CCOCC1)c1ccccc1	?	.
O=C(Nc1nccs1)C12CC3CC(C1)CC(C(=O)Nc1nccs1)(C3)C2	?	.
CCCCOC(=O)c1ccc(NC(=O)C(CCS(C)(=O)=O)NC(C)=O)cc1 (centres undefined)	-3%	13
CC(=O)N1CCC(=NNC(=O)c2cc3ccccc3cc2O)CC1	24%	10
Cc1c([N+](=O)[O-])c(C(=O)NC2CCCC2)nn1C	?	.
O=C(Cn1c(=O)[nH]c2ccccc2c1=O)Nc1cccnc1	?	.
Cc1ccc2c(CC(=O)NCCc3ccc(S(N)(=O)=O)cc3)coc2c1	?	.
Clc1ccc(CN2CCCCCCC2)cc1Cl	?	.
O=C(Nc1ccc2oc(-c3cccnc3)nc2c1)c1ccc2c(c1)OCCO2	12%	4
CCc1ccc(NC(=O)/C(C#N)=C\c2ccc(OC)c(C(=O)O)c2)cc1	i	7
O=S(=O)(NCC1CCCO1)c1ccc(-c2ccc(Cl)cc2)cc1 (centres undefined)	i	.
CC(C)n1c(=S)[nH]c2ccccc2c1=O	?	.
CCOC(=O)c1c(C)[nH]c(C)c1S(=O)(=O)N(C)CC(=O)NCc1cccc(C)c1	?	.
CCOC(=O)C1=C(C)Nc2ccccc2N=C1N	-7%	16
Cc1no[n+]([O-])c1COc1cccc(/C=C2\N=C(c3ccccc3)OC2=O)c1	16%	11
CN1CCN(CCC(=O)N2c3ccccc3Sc3ccc(Cl)cc32)CC1	6%	-17
COc1ccccc1NC(=O)CN1C(=O)NC2(CCCc3ccccc32)C1=O (centres undefined)	?	.
CN(C)CCOC(c1ccccc1)c1ccccc1 (tested in a mixture with another compound)	-3%	-9
Cn1c(SCC(=O)Nc2ccc(Cl)cc2)nnc1C1CC1	?	.
Cc1cc([N+](=O)[O-])cc2c1NC(=O)C2(O)N1CCCC(C)C1 (centres undefined)	9%	2
COC(=O)CSc1nnc(CNC(=O)c2cccc(C)c2)n1-c1ccccc1OC	7%	12
CCOc1ccc(CCNC(=O)COC(=O)COc2ccccc2C)cc1OCC	?	.
Cn1c(=O)c2c(nc(CN3CCN(c4ccccc4)CC3)n2CCN2CCOCC2)n(C)c1=O	?	.
COc1ccc(S(=O)(=O)Nc2ccc3cn[nH]c3c2)cc1[N+](=O)[O-]	?	.
Cc1ccc(N=c2c([N+](=O)[O-])nn(-c3ccc4c(c3)OCCO4)n2O)c(Cl)c1	?	.
CN1C(=O)c2ccccc2C(C(=O)O)C1c1cccc(Cl)c1 (centres undefined)	8%	.
COc1ccc(NC(=S)N(CCN(C)C)C(C)c2ccco2)cc1 (centres undefined)	?	.
Cc1ccc(C(=O)N2CCN(C3CCCCC3)CC2)s1	i	10
O=C1c2ccccc2C(=O)N1CN(C(=O)c1ccccc1[N+](=O)[O-])c1ccc(F)cc1	?	.
Cc1csc(NC(=O)c2cccc(Cn3nc(C)c(Br)c3C)c2)n1	13%	-8
CCOC(=O)Cn1nc(C)c(NC(=O)COc2ccc([N+](=O)[O-])cc2)c1C	7%	9
COC(=O)CCN(C(=O)c1ccc(C)c([N+](=O)[O-])c1)c1ccccn1	18%	17
CCOC(=O)c1c(NC(=O)Cn2cnc([N+](=O)[O-])n2)sc2c1CCC(C)C2 (centres undefined)	7%	3
CCOC(=O)Cn1c(CN2CCN(C(c3ccccc3)c3ccccc3)CC2)nc2c1c(=O)n(C)c(=O)n2C	?	.
Cn1nnnc1SCC(=O)Nc1ccc(Oc2ccccc2)cc1	13%	-9
CN1CCCCC1=NCCCn1cnc2c1c(=O)n(C)c(=O)n2C	?	.
CCOCCOC(=O)C1=C(C)N(C)C(=O)NC1c1cc(Cl)c(O)c(OCC)c1 (centres undefined)	6%	-9
Cc1ccc2occ(/C=N/NC(N)=S)c(=O)c2c1	9%	-1
(next part)
SMILES	S3 lipid droplet	S3 lipid droplet cell count max
COc1cc(NC(=S)NCCN2CCOCC2)cc(OC)c1	-6%	.
Cc1cc(=O)[nH]c(SCc2ccccc2)n1	i	22
COc1cccc(NC(=O)CN(C)C(=O)c2ccc(S(=O)(=O)Nc3ccccc3C)cc2)c1	1%	-4
CCOC(=O)c1c(-c2ccc(OC)cc2)oc2ccc(OCC(N)=O)cc12	?	.
CC(Sc1nnc(-c2ccco2)n1-c1ccccc1)C(=O)NCC1CCCO1 (centres undefined)	?	.
COc1ccc(S(=O)(=O)NCCCCCC(=O)O)cc1C(=O)O	?	.
CCCc1nnc(NC(=O)CCC(=O)NC2CCCC2)s1	i	28
CC1CCN(C(=O)COC(=O)CNC(=O)c2ccccc2F)CC1	-23%	-9
CCC(C)/C(C)=N/NC(=O)c1ccc(COc2ccc(Cl)c(C)c2)cc1 (centres undefined)	?	.
COc1ccccc1NC(=S)N(Cc1ccc(C)cc1)Cc1ccccn1	?	.
COc1ccc(/C=C/C(=O)NC(CCSC)C(=O)O)cc1 (centres undefined)	3%	20
CCn1cc(C2N3CC4(C)CN2CC(C)(C3)C4=O)c2ccccc21 (centres undefined)	3%	-8
Cc1ccccc1NC(=O)CCN1CCCC1	-7%	21
Cc1cc(NC(=O)c2ccc(Cl)c(S(=O)(=O)N3CCOCC3)c2)no1	i	.
Cn1cnc([N+](=O)[O-])c1SCCO	5%	-2
CCOc1ncccc1C(=O)Nc1ccc(Cl)c(S(=O)(=O)N2CCCC2)c1	?	.
CSCSC1=C(C#N)C(c2ccccc2Cl)C(C(C)=O)=C(C)N1 (centres undefined)	5%	-19
O=C(c1cc2c(s1)CCCC2)N1CCN(S(=O)(=O)c2ccccc2)CC1	29%	.
COCCNc1ncnc2c1cnn2Cc1ccccc1Cl	?	.
CC(=O)Nc1cccc(OCC(=O)Nc2ccc(F)cc2)c1	?	.
O=C(CSc1nnc2c(n1)[nH]c1ccc(S(=O)(=O)N3CCOCC3)cc12)Nc1ccc(F)c(F)c1	-3%	6
Cc1cc(NC(=O)c2ccc(F)cc2)no1	i	11
COc1ccc(-c2cc(C(=O)Nc3cc(S(=O)(=O)N4CCOCC4)ccc3N3CCOCC3)c3ccccc3n2)cc1	23%	.
O=C(NCc1ccc2c(c1)OCO2)NC1CCCCC1	5%	0
CC(N=C1NS(=O)(=O)c2ccccc21)C(=O)NCCCc1ccccc1 (centres undefined)	?	.
CCCn1cnc2cc(NCc3ccccn3)ccc21	?	.
Cc1cccc(OCC(=O)Nc2sc3c(c2C#N)CCC3)c1	i	.
N#Cc1ccc(COn2nnc3ccccc32)cc1	?	.
O=C(O)c1cccc(NC(=O)c2cn(-c3ccccc3)nc2-c2ccc(F)cc2)c1	?	.
CCC(C)NC(=O)C1CCC(=O)N(c2cc(OC)c(OC)c(OC)c2)C1c1ccc(OC)cc1 (centres undefined)	6%	-9
Clc1ccccc1CSc1nnc(-c2ccncc2)o1	25%	2
Cc1cccc(Nc2cc(=O)n(C)c(=O)[nH]2)c1	?	.
CCOc1ccc(S(=O)(=O)N2CCCCC2)cc1NC(=O)Cc1ccsc1	7%	-1
COc1ccccc1CC(=O)N(CCC1=CCCCC1)c1c(N)n(Cc2ccccc2)c(=O)[nH]c1=O	?	.
COc1cccc(C2C(C(C)=O)=C(O)C(=O)N2CCc2c[nH]c3ccccc23)c1 (centres undefined)	?	.
O=C(O)c1cccc(S(=O)(=O)Nc2cccc3ccccc23)c1	i	26
CCn1ncc(/C=C/C(=O)NCc2cnn(C)c2C)c1C	13%	1
COc1cc(OC)cc(-c2c(-c3ccc(F)cc3)c3cc(-c4cccc5[nH]ccc45)ccc3n2C)c1	?	.
CCOC(=O)c1c(-c2ccco2)csc1NC(=O)CSc1nnc(N)s1	-5%	-15
CCCOc1ccc(-c2nnn(CC(=O)N3CCC(C)CC3)n2)cc1	?	.
CCCCCCc1ccc(N2C[C@H](CCCCC)[C@@H](CC(=O)NCc3ccccc3)C2=O)cc1	?	.
O=C(OC(C(=O)c1c[nH]c2ccccc12)c1ccccc1)c1cnccn1 (centres undefined)	25%	8
CC(=O)Nc1sc(C)c(C)c1C(=O)OCC(=O)N(CC(C)C)c1c(N)n(Cc2ccccc2)c(=O)[nH]c1=O	?	.
CCOc1ccc(CN2CCN(Cc3cc4ccccc4o3)CC2CCO)cc1 (centres undefined)	i	-5
CC(C)[C@H](NS(=O)(=O)c1ccccc1)C(=O)OCC(=O)NC(=O)c1cccn1C	i	.
O=C(Cn1c(-c2cncs2)nc2ccccc21)NC1CCCC1	?	.
CC#CC(=O)N1CCC(n2nccc2NC(=O)c2ccc3c(c2)OCO3)CC1	i	.
Cc1cc(Br)ccc1NC(=O)C1CSC2(C)CCC(=O)N12 (centres undefined)	?	.
CC(C)C[C@@H](C(=O)NCC1CCCO1)N1C(=O)N2CCc3c([nH]c4ccccc34)[C@@]2(C)C1=O (some centres undefined)	?	.
Cc1cc(C)c(-c2cc(C(=O)Nc3c(C)n(C)n(-c4ccccc4)c3=O)[nH]n2)c(O)c1	?	.
CCOC(=O)C1CCN(S(=O)(=O)c2c[nH]c(=O)[nH]c2=O)CC1	?	.
CC(=O)N1CCN(CCS(=O)(=O)c2ccc(Br)cc2)CC1	?	.
CC(C)[C@H](NC(=O)c1ccco1)C(=O)N(C)Cc1c(F)cccc1Cl	i	5
COc1nc(-c2ccccc2)nnc1-c1ccccc1	-21%	-11
CCOCC(=O)Nc1cc(Cl)c(OC)cc1OC	?	.
COc1ccc(/C=N\NC(=O)c2ccccc2OC)cc1COc1ccccc1C	?	.
Cc1ccc(Cl)cc1NC(=O)NCc1cccnc1	?	.
